ANO1 activ = activates or potentiates the mouse TMEM16A chloride channel; Q8BHY3; HEK293 TMEM16A/YFP-H148Q/I152L, iodide quench fluorescence; stronger effect = lower value; B-score at 10 µM; 0.3% of 340,000 active; AID 623877;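 active = fluorescence-ratio B-score plate-corrected deviation score at least 3 library SD below zero, with starting fluorescence score within 5 deviations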;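 also: channel opened by trigger with iodide after compound preincubation; score built on the fluorescence ratio of max minus min over baseline; more negative score means more quench and so TMEM16A activation or potentiation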
ANO1 block = inhibitors of mouse TMEM16A calcium-activated chloride channel; 1.2% of 310,000 active; normalized B-score (activity score, 25-100; higher = stronger inhibition) at 10 µM; HEK293 TMEM16A/YFP iodide influx fluorescence, ionomycin;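 active = ratio plate-corrected score three or more library SD toward inhibition, starting fluorescence score within five deviations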;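 also: score derived from kinetic fluorescence span divided by baseline fluorescence per well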
RGS4 pot = potentiators or activators of RGS4 | HEK293 M3R/inducible RGS4, carbachol calcium flux Fluo4; stronger effect = lower value | 0.92% of 310,000 active | B-score at 10 µM;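 active = B-score of the integrated calcium signal more than 4 SD below the library mean, with starting fluorescence not abnormally high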;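 also: negative B-score means reduced calcium response which marks RGS4 activation or potentiation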
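Test system: HEK293 cells with stable M3R and inducible RGS4; also added: carbachol at ECmax as muscarinic agonist stimulus; schedule: dye loading 30 min 37 °C, buffer rest 30 min RT; technique: kinetic calcium fluorescence imaging with Fluo4-AM dye, 2 µM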
MrgX1 antagonist = human MrgX1 receptor antagonism, primary screen | 1.3% of 310,000 active | MRGX1-HEK293 calcium flux, Fluo-4, BAM8-22 antagonism; stronger effect = lower value | B-score at 10 µM | Q96LB2;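 active = calcium-response B-score plate-corrected more than 3 library SD below zero, starting fluorescence within 5 deviations, no agonist response on first addition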;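 also: peak minus trough fluorescence over baseline after final BAM8-22 challenge near maximal dose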
Target sequence (Q96LB2 whole entry, looked up): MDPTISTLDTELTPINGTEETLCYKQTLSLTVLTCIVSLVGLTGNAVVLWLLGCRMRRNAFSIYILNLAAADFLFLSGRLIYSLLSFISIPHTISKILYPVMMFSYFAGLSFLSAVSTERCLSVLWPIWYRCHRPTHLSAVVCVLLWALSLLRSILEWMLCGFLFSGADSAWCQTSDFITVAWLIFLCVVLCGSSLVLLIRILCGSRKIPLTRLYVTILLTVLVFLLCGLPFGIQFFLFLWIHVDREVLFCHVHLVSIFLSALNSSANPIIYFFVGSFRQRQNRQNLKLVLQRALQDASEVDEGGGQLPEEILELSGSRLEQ
TRPC6 activator = activates the mouse TRPC6 cation channel; Q61143; HEK293-TRPC6 membrane potential dye fluorescence; stronger effect = higher value; B-score at 10 µM; 0.13% of 310,000 active;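 active = B-score of the integrated fluorescence ratio above library mean plus 3 SD, and starting fluorescence ratio within library mean plus 5 SD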;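 also: higher score means more depolarization so channel activation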
MrgX1 ag = human MrgX1 receptor agonism, primary screen. Q96LB2. MrgX1-HEK293 cells, Fluo-4 calcium fluorescence, agonist mode; stronger effect = higher value. B-score at 10 µM. 0.44% of 310,000 active. AID 588627;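 active = calcium response B-score plate-corrected fluorescence ratio at least 3 library SD, with starting fluorescence B-score inside 5 SD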
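Test system: HEK293 cells stably expressing human MrgX1 receptor; Input: fifteen thousand cells per well; Dosing: compound delivered in addition one of three; Schedule: overnight seeding, then 1 h dark dye loading; Technique: Fluo-4 NW calcium fluorescence; Measure: B-scored fluorescence response ratio; Controls: positive and negative controls per plate.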
HDAC3 inhib = human HDAC3 inhibition; O15379; recombinant HDAC3, fluorogenic peptide/trypsin coupled, fluorescence; inhibition, % at 8.3 µM; 0.15% of 320,000 active; in the data active = inhibition above about 26%, passing the limit was not always enough; inconclusive = no clear call, values can overlap the other calls
Target sequence (O15379 whole entry, looked up): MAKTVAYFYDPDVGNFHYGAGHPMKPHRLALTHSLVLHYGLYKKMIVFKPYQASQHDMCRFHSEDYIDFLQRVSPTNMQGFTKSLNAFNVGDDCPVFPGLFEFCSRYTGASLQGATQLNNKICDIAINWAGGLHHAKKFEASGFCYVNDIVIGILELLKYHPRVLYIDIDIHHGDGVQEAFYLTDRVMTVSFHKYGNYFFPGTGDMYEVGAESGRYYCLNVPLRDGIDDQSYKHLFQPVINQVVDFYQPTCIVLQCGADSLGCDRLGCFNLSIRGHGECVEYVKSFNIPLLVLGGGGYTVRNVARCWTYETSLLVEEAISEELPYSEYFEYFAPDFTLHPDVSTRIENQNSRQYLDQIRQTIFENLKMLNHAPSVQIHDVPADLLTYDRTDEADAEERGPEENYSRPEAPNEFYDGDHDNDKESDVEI
SKKanGAS inh = SKKanGAS growth inhibition; inhibition, % at 7.5 µM; AID 1662; S. pyogenes SKKanGAS, kanamycin growth, BacTiter-Glo, 6 h; 1.3% of 300,000 active;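 active = mean replicate score, as percent of positive control median, at least 50; inconclusive = mean below 50 but one replicate at or above 50; inactive = mean and every replicate below 50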;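 also: strain carries kanamycin resistance gene driven by streptokinase promoter and grows in 40 µg/ml kanamycin; loss of luminescence reflects streptokinase promoter inhibition or plain growth inhibition; 0% = median of DMSO wells and 100% = positive control at its reference dose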
TRPC6 inhibitor = mouse TRPC6 channel inhibition. HEK293-TRPC6, membrane potential dye, ACh-evoked depolarization; stronger effect = lower value. B-score at 10 µM. Q61143. 1.1% of 310,000 active;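 active = B-score under library mean minus 3 SD, initial fluorescence not abnormally high, positive integrated signal ratio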;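 also: B-score derived from integrated fluorescence ratio over the kinetic read; more negative B-score means stronger inhibition of depolarization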
RGS4 inh = human RGS4 inhibition. 0.45% of 310,000 active. P49798. HEK293 M3R/RGS4 inducible, Fluo-4 calcium flux; stronger effect = higher value; triggered by carbachol at its EC20. B-score at 10 µM. AID 463165;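 active = B-score, a plate-corrected calcium signal, over three deviations above library mean, with baseline fluorescence within five deviations of library mean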;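 also: RGS4 expression induced by doxycycline in cells with stable M3 receptor; B-score is computed from the integrated fluorescence ratio over baseline after carbachol; higher B-score means a larger calcium signal and so more RGS4 inhibition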
Target sequence (P49798 whole entry, looked up): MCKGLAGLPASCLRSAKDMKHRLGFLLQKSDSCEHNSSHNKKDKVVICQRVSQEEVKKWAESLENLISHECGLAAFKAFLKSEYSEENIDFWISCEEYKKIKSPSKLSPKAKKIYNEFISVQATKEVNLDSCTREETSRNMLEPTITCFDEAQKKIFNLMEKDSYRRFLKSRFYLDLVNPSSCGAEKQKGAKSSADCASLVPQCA
MrgX1 allo act = allosterically activates human MrgX1 receptor signaling; Q96LB2; MrgX1-HEK293, Fluo-4 calcium flux, FDSS; stronger effect = higher value; B-score at 10 µM; 0.63% of 310,000 active; AID 588675;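 active = plate-corrected calcium response at least 3 library SD above typical, normal starting fluorescence, not activating the receptor alone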;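 also: compound read alongside a low EC10 to EC30 dose of BAM8-22 agonist; peak minus trough fluorescence over baseline measured at the second addition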
* hit, by the source's call; i = inactive; u = inconclusive; x = not tested or not shown.

SMILES	ANO1 activ	ANO1 block	RGS4 pot	MrgX1 antagonist	TRPC6 activator	MrgX1 ag	HDAC3 inhib	SKKanGAS inh	TRPC6 inhibitor	RGS4 inh	MrgX1 allo act
Cn1ncc([N+](=O)[O-])c1C(=O)Nc1ccccc1	i	i	i	i	i	i	1.5	-5.6	i	i	i
O=C(NC(=S)Nc1ccc(C(=O)N2CCOCC2)cc1)c1ccc([N+](=O)[O-])cc1	i	i	i	i	i	i	-1.4	-1.8	i	i	i
COc1ccc(S(=O)(=O)N2CCOC23CCN(S(=O)(=O)c2cc(C)ccc2OC)CC3)cc1	i	i	i	i	i	i	4.7	-10.3	i	i	i
COC(=O)c1sc(-c2ccc(C(C)(C)C)cc2)cc1NC(=O)c1ccccc1C(=O)O	i	100*	i	-7.06*	i	i	9.2	54.0*	i	i	i
CC(=O)Nc1ccc(NS(=O)(=O)c2cc(Cl)ccc2Cl)cc1	i	i	i	i	i	i	0.4	4.8	i	i	i
COc1cc(C(=O)Nc2cccc(C)c2C)c(Br)c(OC)c1OC	i	i	i	i	i	i	u	-9.2	i	i	i
O=C(O)c1cccc(NC(=O)c2ccc3c(c2)C(=O)N(Cc2ccco2)C3=O)c1	i	i	i	i	i	i	2.5	4.8	i	i	i
CCOC(CC(=O)NNC(=O)c1c(-c2ccccc2Cl)noc1C)OCC	i	i	i	i	i	i	-1.4	2.1	i	i	i
O=C(COc1coc(CN2CCN(c3ccc(F)cc3)CC2)cc1=O)NCC1CCCO1 (stereo unspecified)	i	i	i	i	i	i	1.8	-15.6	i	i	i
COc1cc(/C=N/NC(=Nc2ccc(C)cc2)c2nc3ccccc3s2)ccc1O	i	i	i	i	i	i	3.2	34.2	i	i	i
COc1cc2c(cc1OC)CN(C(=O)c1cc(S(=O)(=O)N3CCOCC3)ccc1Cl)CC2	i	i	i	i	i	i	3.9	6.0	i	i	i
O=C(N/N=C/c1cccs1)c1[nH]ncc1Br	i	i	i	i	i	i	3.7	2.5	i	i	i
COc1ccccc1Cn1c(=S)[nH]c2cc(C(=O)NCc3cccnc3)ccc2c1=O	i	i	i	i	i	i	x	6.7	i	i	i
O=C(N/N=C/c1ccccc1O)C(=O)N1CCCCCC1	i	i	i	i	i	i	2.2	3.5	i	i	i
CCCCc1nc2ccccc2c(NC(=O)CNC(C)(C)C)c1CCC	i	i	i	i	i	i	6.8	6.0	i	i	i
COc1ccc(Cl)cc1NC(=O)CN(C)C(=O)c1ccc(N2CCCCC2)c([N+](=O)[O-])c1	i	i	i	i	i	i	-3.1	-0.8	i	i	i
Cc1cc2ncn(CS(C)(=O)=O)c2cc1C	i	i	i	i	i	i	3.8	-2.5	i	i	i
COc1ccc(S(=O)(=O)Nc2ccc(-c3ccc4nncn4n3)cc2)c(OC)c1	i	i	i	i	i	i	14.5	12.3	i	i	i
CCN(CC)c1ccc(NC(=O)COC(=O)CSc2ccc(Br)cc2C)cc1	i	i	i	i	i	i	5.0	-2.5	i	i	i
Cc1c(Cl)c(-c2n[nH]c(=S)n2-c2ccccc2)nn1C	i	i	i	i	i	i	-4.0	-7.3	i	i	i
Cc1cc(C)nc(NC(=NCCc2c[nH]c3ccccc23)NC(=O)Nc2cccc([N+](=O)[O-])c2)n1	i	i	i	i	i	i	-0.6	22.4	i	i	i
Cc1nc(N2CCOCC2)nc(N2CCN(c3ccccc3)CC2)c1[N+](=O)[O-]	i	i	i	i	i	i	10.0	-7.4	i	i	i
Cc1ccc(-c2ccc3nnc(SCC(N)=O)n3n2)cc1	i	i	i	i	i	i	-7.3	40.0	i	i	i
CCOC(=O)c1ccc(NC(=O)NCc2ccccc2OC)cc1	i	i	i	i	i	i	2.1	11.0	i	i	i
COc1ccccc1C(=O)NC(CCSC)C(=O)NNC(=O)c1ccccc1C (stereo unspecified)	i	i	i	i	i	i	2.6	-9.0	i	i	i
COc1ccc(Cl)cc1Nc1nc(-c2cccnc2)cs1	i	i	i	i	i	i	1.8	4.6	i	i	i
C/C(=N/NC(=O)c1ccc(Cl)s1)c1cccnc1	i	i	i	i	i	i	3.5	-10.4	i	i	i
COc1ccccc1NC(=O)Cn1c(=O)n(CCc2c[nH]c3ccccc23)c(=O)c2cccnc21	i	i	i	i	i	i	-1.8	14.3	i	i	i
CNC(=O)c1c(NC(=O)C2=COCCO2)sc2c1CCN(C(=O)OC)C2	i	i	i	i	i	i	6.1	-8.2	i	i	i
CSc1nnc(N2C(=O)C(O)=C(C(=O)c3ccco3)C2c2cccc(Cl)c2)s1 (stereo unspecified)	i	i	i	i	i	i	-4.5	5.0	i	i	i
CCOC(=O)C1=C(C)NC(=O)NC1/C=C/c1ccccc1OC (stereo unspecified)	i	i	i	i	i	i	4.9	0.0	i	i	i
C=CCn1c(SCC(=O)Nc2ccc3c(c2)OCCO3)nnc1-c1ccco1	i	i	i	i	i	i	3.3	0.0	i	i	i
CC(/C=C/c1ccc(OCc2ccccc2)cc1)=N\O	i	i	i	i	i	i	-2.2	-8.2	i	i	i
COc1cc(-c2nnc(-c3cccs3)o2)cc(OC)c1OC	i	i	i	i	i	i	-1.2	-3.2	i	i	i
O=C(Cc1ccc(F)cc1)Nc1ccc(F)c([N+](=O)[O-])c1	i	i	i	i	i	i	1.2	1.3	i	i	i
Cc1ccc(NC(=O)[C@@H]2CCCN2S(=O)(=O)c2ccccc2F)cc1	i	i	i	i	i	i	4.3	-7.2	i	i	i
COc1cccc(C(=O)NC23CC4CC(CC(C4)C2)C3)c1	i	i	i	i	i	i	-0.6	9.9	i	i	i
CN(CCOc1cccc(C(F)(F)F)c1)Cc1ccccc1	i	i	i	i	i	i	4.9	11.0	i	i	i
CC(c1ccccc1)C1CC(=O)N(CC(=O)O)C1=O (stereo unspecified)	i	i	i	i	i	i	0.9	-0.6	i	i	i
COc1cc(CC(=O)N(C)CC(=O)Nc2cc(C)ccc2C)cc(OC)c1OC	i	i	i	i	i	i	-2.5	-3.8	i	i	i
COc1cc(C(=O)Nc2cc(C(F)(F)F)ccc2-n2cncn2)cc(OC)c1OC	i	i	i	i	i	i	-0.3	-9.4	i	i	i
CC(C)C[C@H]1CN=C(Nc2ccccc2)N1CCC(C)c1ccccc1 (stereo partly specified)	i	i	x	i	x	i	-2.4	x	x	x	i
C/C(Cc1ccccc1)=N\NC(=O)C1CCCCC1	i	i	i	i	i	i	-12.2	1.1	i	i	i
O=S(=O)(Nc1ccc(N2CCCCC2)cc1)c1ccccc1	i	i	i	i	i	i	5.3	-6.7	i	i	i
COCCCn1c(-c2cccc(Cl)c2)nc2c1c(=O)[nH]c(=O)n2Cc1ccccc1	i	i	i	i	i	i	0.1	14.7	i	i	i
N#Cc1cc2ccccc2nc1SCC(=O)NC1CC1	i	i	i	i	i	i	0.1	-0.7	i	i	i
CCOC(=O)CNC(=O)C(CC(N)=O)NC(=O)OC(C)(C)C (stereo unspecified)	i	i	i	i	i	i	2.4	6.2	i	i	i
CC(C)Cc1nnc(NC(=O)CCC(=O)Nc2ccccc2)s1	i	i	i	i	i	i	3.6	-1.8	i	i	i
COc1cc(C2C(C#N)=C(N)N(N(C)C)C3=C2C(=O)CCC3)ccc1O (stereo unspecified)	i	i	i	i	i	i	6.2	1.0	i	i	i
CCC(Sc1ccc2nnc(CCNS(=O)(=O)c3ccc(OC)cc3)n2n1)C(=O)OC (stereo unspecified)	i	i	i	i	i	i	-3.2	-18.6	i	i	i
Following part.
SMILES	ANO1 activ	ANO1 block	RGS4 pot	MrgX1 antagonist	TRPC6 activator	MrgX1 ag	HDAC3 inhib	SKKanGAS inh	TRPC6 inhibitor	RGS4 inh	MrgX1 allo act
CCOC(=O)Cn1cc([N+](=O)[O-])c(OC)n1	i	i	i	i	i	i	7.0	-4.6	i	i	i
O=C(CSc1nnc2c3ccccc3c3ccccc3c2n1)Nc1ccccc1F	i	i	i	i	i	i	-1.7	9.4	i	i	i
O=C(Cn1c(=O)cnc2ccccc21)Nc1ccccc1N1CCOCC1	i	i	i	i	i	i	-1.7	-2.9	i	i	i
Cc1cc(C)cc(OCc2nc(-c3cccnc3)no2)c1	i	i	i	i	i	i	3.3	2.0	i	i	i
CC(C)NC(=O)NC(=O)CSc1ccccc1F	i	i	i	i	i	i	7.4	-0.9	i	i	i
CCOc1ccc(C(C(=O)NCC2CCCO2)N(Cc2ccccc2)C(=O)c2snc(C(N)=O)c2N)cc1 (stereo unspecified)	i	i	i	i	i	i	4.0	3.8	i	i	i
CCc1ccc(CC2S/C(=C(\C#N)C(C)=O)NC2=O)cc1 (stereo unspecified)	i	100*	i	i	i	i	8.7	12.7	i	i	i
Cc1cccn2c1nc(=S)n2C(=O)c1ccco1	i	i	i	i	i	i	4.8	2.5	i	i	i
Cc1cc(F)ccc1S(=O)(=O)Nc1ncnc2scc(-c3ccc(F)cc3)c12	i	i	i	i	i	i	-4.3	24.8	i	i	i
O=C(OCC(=O)N(C1CCCCC1)C1CCCCC1)c1ccco1	i	i	i	i	i	i	-4.8	4.3	i	i	i
O=C(NCC(=O)N1CCCCC1)c1ccc(Br)o1	i	i	i	i	i	i	-4.6	-14.8	i	i	i
COCCn1c(C)cc(C(=O)COC(=O)c2ccc[nH]c2=O)c1C	i	i	i	i	i	i	8.6	-1.2	i	i	i
Brc1cc2c(cc1Br)OCCOCCOCCOCCO2	i	i	i	i	i	i	-9.7	-7.7	i	i	i
Cc1cc(C)nc(NS(=O)(=O)c2ccc(NC(=O)C3(c4ccc([N+](=O)[O-])cc4)CCCC3)cc2)n1	i	i	i	i	i	i	2.5	1.5	i	i	i
CN(C)C(=S)NC(=O)c1cccc(Cl)c1	i	i	i	i	i	i	-4.4	-11.4	i	i	i
O=C(c1ccco1)N(Cc1cc2ccccc2[nH]c1=O)C1CCCCC1	i	i	i	i	i	i	6.9	2.3	i	i	i
N#C/C(=N\Nc1cccc([N+](=O)[O-])c1)C(=O)c1ccc(Br)cc1	i	25*	i	i	i	i	9.0	30.0	-7.34*	i	i

Source: PubChem BioAssay
